# Bioassay records (PubChem BioAssay)
# AI-2 QS mod – modulates the Vibrio harveyi AI-2 quorum sensing system; Vibrio harveyi JMH597 AI-2 luminescence/OD600 ratio, 9 h; active compounds read low; strain lacks LuxN and CqsS sensors; 0 = neutral-control median; activity change, % at 7.5 µM; hit rate 0.4% among 300,000; AID 2094; in the data active = activity change below about -75%, passing the limit was not always enough; inconclusive = no clear call, values can overlap the other calls;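 also: luminescence divided by OD600 gain over 9 h not by final OD600 alone; inactives centre near 13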
# SKKanGAS inh – inhibitors of SKKanGAS S. pyogenes growth in kanamycin (SK-promoter or general growth effect); BacTiter-Glo, 6 h; inhibition, % at 7.5 µM; hit rate 1.3% among 300,000; AID 1662;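 active = mean replicate score, as percent of positive control median, at least 50; inconclusive = mean below 50 but one replicate at or above 50; inactive = mean and every replicate below 50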;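 also: strain carries kanamycin resistance gene driven by streptokinase promoter and grows in 40 µg/ml kanamycin; loss of luminescence reflects streptokinase promoter inhibition or plain growth inhibition; 0% = median of DMSO wells and 100% = positive control at its reference dose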
# HSP90 inh – inhibitors of HSP90 luciferase refolding in rabbit reticulocyte lysate; hit rate 0.91% among 290,000; luciferase refolding luminescence, 3 h; AID 1789; inhibition, % at 5.6 µM;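 active = inhibition above the screen-wide mean plus 3 SD, computed separately per campaign, cut at about 16% in these data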;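 also: 0% = DMSO wells and 100% = 60 µM geldanamycin wells; inhibitors lower the luminescence because luciferase stays unfolded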
# HIF activator – HIF pathway transcriptional activation; U2OS HRE-luciferase reporter, luminescence; normalized: DMSO 0%, desferrioxamine 100%; activation, % at 7.5 µM (by protocol); hit rate 0.32% among 300,000; AID 1910;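 active = mean activation of at least 10% of the iron chelator positive control signal, with at least half of replicates also reaching 10%; inconclusive = mean and replicate majority disagree about reaching 10%; inactive = mean and most replicates under 10%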
# HSF1 inh – HSF1 inhibition | activity change, negative = inhibition, % at 7.5 µM (by protocol) | hit rate 0.77% among 300,000 | NIH3T3-HGL HSE-luciferase, MG132-induced, luminescence 8 h; active compounds read low | AID 2098;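 active = more than half of replicate wells show activity change below -50%, luminescence cut by over half; inconclusive = some wells, but at most half, below -50%; inactive = no replicate well below -50%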;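 also: luciferase reports HSF-1 transcriptional activity via heat shock element; 0% = median of DMSO wells and -100% = zero luminescence signal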
# HSF1 activator – increases HSF-1 driven luciferase reporter signal | NIH3T3-HGL HSF-1 luciferase reporter, MG132, 8 h; 100% = twice DMSO control signal | activation, % at 9 µM | hit rate 1.7% among 300,000 | AID 504408;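 active = mean replicate activation of at least 50% with a set share of replicates each reaching 50%; inconclusive = only one of those two conditions met; inactive = mean below 50% and too few replicates reaching it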;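 also: 0% = median of the neutral control wells and 100% = twice that signal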
# aSyn 5UTR inh – MLPCN primary screen, SNCA 5' untranslated region; inhibition, % (tested at 7.5 µM); hit rate 0.82% among 300,000; AID 1813; alpha-synuclein 5'UTR reporter, inhibitor activity; in the data active = inhibition above about 60%; inconclusive = no clear call, values can overlap the other calls;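 also: H4 neuroglioblastoma cells stably carrying SNCA 5'UTR luciferase fusion; 0% = DMSO wells and 100% = positive control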
# Platelet DG rel – platelet dense granule release activity; human platelet-rich plasma, SFLLRN dense granule ATP release, luminescence; hit rate 0.22% among 300,000; inhibition, %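 (compounds screened at 7.5 µM in platelet-rich plasma)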;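 active = mean replicate score, as percent of positive control, at or above 50; inconclusive = mean below 50 but at least one replicate at or above 50; inactive = mean and every replicate below 50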
# IEC-6 tox – counter-screen for KLF5 inhibitors: cytotoxicity in IEC-6 cells; IEC-6 cytotoxicity, luminescence viability; inhibition, % at 5 µM; hit rate 0.78% among 290,000; AID 1825; in the data active = inhibition above about 22%;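 also: 0% = plate median of test compound wells and 100% = cytotoxic reference compound wells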
# KLF5 inh – suppresses KLF5 promoter-driven expression | inhibition, % at 5 µM | DLD-1 KLF5 promoter-luciferase reporter, luminescence | AID 1700 | hit rate 0.23% among 290,000;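 active = inhibition above a per-plate limit of that plate's mean compound inhibition plus 3 SD, cut at about 60% in these data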;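 also: 0% = DMSO wells and 100% = LY294002 at 200 µM; higher means less KLF5 promoter-driven luciferase light; inactives centre near -14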
# * hit, by the source's call; ? = inconclusive; · = not tested or not shown.
SMILES,AI-2 QS mod,SKKanGAS inh,HSP90 inh,HIF activator,HSF1 inh,HSF1 activator,aSyn 5UTR inh,Platelet DG rel,IEC-6 tox,KLF5 inh
COC(=O)CCC(=O)OC1(C)C(=O)C2=CN(c3ccc(OC)cc3)C(c3ccc(OC)cc3)=CC2=C(Br)C1=O (configuration not stated),41,11,·,-0.3,-3,6,-34,5,·,·
COc1ccc(N2CCN(C(=O)CCc3cc(OC)c(OC)c(OC)c3)CC2)cc1,8,1,1,-0.3,1,-8,13,-3,1,-12
Cc1ccc(/C=N/NC(=O)c2nnn(-c3nonc3N)c2-c2ccc3c(c2)OCO3)s1,8,6,-2,-0.4,0,0,-13,-2,-3,-6
Cc1ccc(Cn2nnc3c(=O)[nH]c(C4CCN(S(=O)(=O)c5ccccc5F)CC4)nc32)cc1,12,18,5,0.3,-2,12,-7,-4,-6,-29
CC1CC(C)CN(C(=O)c2ccc(NS(=O)(=O)c3ccc4[nH]c(=O)[nH]c4c3)cc2)C1 (configuration not stated),18,-8,·,-0.3,-5,-7,7,-2,·,·
COC(=O)C1=C(C)N=C2SCCC(=O)N2C1c1ccc(C(=O)OC)cc1 (configuration not stated),23,3,3,0.8,3,-6,31,2,-1,-16
O=C(COC(=O)c1ccc(Cl)nc1)Nc1ccccc1OC(F)F,5,-5,4,0.0,-5,2,-32,1,8,12
Cc1ccc(S(=O)(=O)N2CCC(C(=O)Nc3ccncc3)CC2)cc1,12,1,·,2.3,1,21,0,2,·,·
CCN(Cc1ccccc1)C(=O)CSc1nc(C)cc(=O)[nH]1,17,6,-3,-0.3,-16,-27,-21,-2,0,-12
CC1(NC(=O)c2cc(S(=O)(=O)N3CCCCC3)ccc2Cl)CCS(=O)(=O)C1 (configuration not stated),14,-3,3,-0.1,0,0,16,1,4,-11
CCCCNC(=O)N1CCc2ccccc2C1,4,-7,0,0.3,-8,18,-23,9,0,-19
CN(C)S(=O)(=O)c1cc(NC(=O)CN2CCN(c3ccccc3F)CC2)ccc1Cl,12,5,0,-0.7,-6,-7,-12,-1,-1,-40
Cc1nsc2nc3c(F)c(F)c(F)c(F)c3cc12,7,1,0,-0.5,1,18,-49,8,29*,-2
COc1ccc(C(=O)SC2=NCCS2)cc1,14,11,-5,-0.3,-5,9,-19,0,-2,-2
Cc1sc2nc(COC(=O)c3cccc(OC(F)F)c3)[nH]c(=O)c2c1C,51,-4,2,0.6,-1,-4,-1,17,-5,-10
O=c1oc2ccccc2c(Nc2ccc(F)cc2)c1[N+](=O)[O-],16,-2,8,-1.2,-1,5,3,2,-5,-7
O=C1CSC(c2ccncc2)N1Cc1ccccc1 (configuration not stated),6,-1,0,-0.8,1,-9,-1,9,-1,-12
COC(=O)N1C(=O)[C@](c2ccccc2)(C2CCCC2)N1C(=O)OC,4,0,-1,2.6,13,15,-5,1,9,-37
CC1CCC(NC(=O)CC(NC(N)=O)c2ccccc2Cl)CC1 (configuration not stated),39,1,-3,-0.1,-3,16,-8,-1,-2,-26
c1ccc(-n2nnnc2CN2CCOCC2)cc1,17,-15,-3,-0.7,-3,8,-17,-6,-4,0
CCCCN(C(=O)NC(=O)Nc1ccccc1OC)S(C)(=O)=O,18,7,0,-0.3,2,8,2,0,0,-1
CC(C)(C)C(=O)c1cn(CC(=O)NCc2ccc3c(c2)OCO3)c2ccccc12,12,7,0,0.6,14,9,-25,-5,-3,-38
C/C(=N/NC(=O)c1sc(=S)n(C)c1C)c1ccccc1,7,-6,2,0.2,·,·,-15,13,2,-9
O=C(NCc1ccc(F)cc1)C(=O)NCC1OCCN1S(=O)(=O)c1ccc2c(c1)OCCO2 (configuration not stated),-3,-13,-4,0.2,-3,13,15,15,-5,-26
CCOC(=O)CNc1nc(C(C)(C)C)nc2c1nnn2Cc1ccccc1,-6,-2,4,-0.8,0,1,18,0,-6,5
COc1ccc(NC(=O)c2ccccc2Sc2ccc(NC(C)=O)nc2)cc1,12,-27,2,-0.3,4,17,-19,0,2,7
O=C(CSc1nc(-c2ccccc2)cs1)Nc1cccc([N+](=O)[O-])c1,-3,-2,1,0.4,25,46,-20,7,7,-4
O=[N+]([O-])c1c(N2CCN(CCO)CC2)nc2ccccn12,4,14,-1,-25,-7,-3,8,-3,-4,-13
CC(C)CNC(=S)NC(=O)c1ccccc1Cl,7,-2,-2,1.4,3,7,-93,-45,5,5
O=C(Cc1ccccc1)NNC(=S)Nc1ccccc1,21,-1,-5,-0.4,-2,1,0,-4,-3,-16
Cc1ccc(NC(=O)CO/N=C(\N)c2nonc2N)cc1C,-3,6,3,0.3,0,-1,-10,0,10,20
Cc1noc(/C=C/N(C)C)c1S(=O)(=O)N1CCCC(C(=O)Nc2ccc(F)cc2F)C1 (configuration not stated),9,1,-6,-0.6,-1,-14,8,-3,18,-19
Cc1ccsc1C(=O)OCC(=O)c1cc2ccccc2o1,-88*,50*,0,1.3,33,32,-39,2,-2,-36
CCOc1ccccc1NC(=O)CSc1ccc([N+](=O)[O-])cc1,18,0,-1,-0.5,12,32,27,7,0,1
Brc1cccc(OCCN2CCCCC2)c1,23,-2,-1,0.1,4,-12,-8,19,-2,2
Cc1ccc(N(C(=O)c2csnn2)C(C(=O)NC2CCCCC2)c2ccccn2)cc1C (configuration not stated),8,-5,-1,2.9,18,6,-22,·,-7,-19
O=C(NCCCN1CCOCC1)c1ccc2c(c1)N(Cc1ccccc1)CCS2,8,-5,-3,-1.8,3,-7,-8,1,1,-18
Cc1ccccc1NC(=O)C[n+]1cc(-c2ccccc2)n2c1CCC2,14,-8,3,0.6,-7,10,-17,-3,-6,-18
CCN(Cc1ccccc1)C(c1ccccn1)c1nnnn1C(C)(C)CC (configuration not stated),26,-3,-3,-0.3,-6,6,15,-1,-2,7
C=CCn1c(SCc2cc(=O)n3ccsc3n2)nc2cc(Cl)ccc2c1=O,44,-1,3,0.2,3,-8,21,-1,-1,22
CC1CN(Cc2nc3c(c(=O)n(C)c(=O)n3C)n2Cc2cccc(Cl)c2)CC(C)O1 (configuration not stated),26,-2,-2,0.2,2,1,14,-1,-1,-21
COc1ccc(C(=O)N2CCN(C(=O)c3ccco3)CC2)cc1,32,-5,1,0.0,-1,-15,21,5,-2,-25
Cn1c(-c2ccc(Br)cc2)cnc1NCc1cccnc1,13,-9,-1,-0.3,-3,12,3,4,-6,11
O=C(OCCN1C(=O)c2ccccc2C1=O)c1cc(=O)[nH]c2ccccc12,33,-7,-2,-0.1,3,3,15,-6,9,-26
Fc1ccc(NC(=S)NCCc2ccccc2)c(F)c1F,10,13,-2,-0.2,6,-9,-43,-2,-2,-42
O=C(CCCc1ccccc1)N1CCc2ccccc21,14,-2,5,·,30,59*,-117,5,-8,-148
O=S(=O)(Nc1ccc2c(c1)nc1n2CCOC1)c1ccc(Cl)cc1,9,1,-1,-0.8,-2,3,-24,-2,0,-4
Cc1ccc(OCCSc2nnc(C)c(=O)n2N)cc1,5,3,-1,0.0,5,11,-7,3,-2,-6
CC(C)/C(=N/Nc1ccccc1[N+](=O)[O-])c1ccccc1,11,56*,4,1.3,-22,-21,-86,-1,2,-29
CCOc1ccccc1/C=N/n1c(C)nc2ccccc2c1=O,8,-2,-2,-0.2,3,-4,-15,-2,7,-22
COc1ccccc1C(=O)Nc1nnc(SCC(=O)NCC2CCCO2)s1 (configuration not stated),5,?,5,1.9,18,28,-102,3,-1,-152
COc1cc(NC(=O)C2CCCN(S(=O)(=O)c3cnc[nH]3)C2)cc(OC)c1 (configuration not stated),19,1,3,·,-2,1,8,7,3,-20
O=c1[nH]c(C2CCN(S(=O)(=O)c3ccc(C(F)(F)F)cc3)CC2)nc2c1nnn2Cc1ccc(F)cc1,15,29,8,?,1,-3,19,5,7,7
COc1cc(OC)cc(C(=O)N2CCN(C(=O)COc3ccc4ccccc4c3)CC2)c1,23,-10,-3,0.1,-3,-2,19,5,-2,-17
COc1c(C)cc(Br)cc1C(=O)Nc1ccc(N2CCN(S(C)(=O)=O)CC2)cc1,6,7,1,0.7,-1,30,21,1,2,4
Cc1ccc(C)c(NC(=S)NCc2ccc3[nH]c4c(c3c2)CCCC4)c1,32,11,5,-0.6,11,7,14,10,0,-2
CCS(=O)(=O)N1CCN(c2ccccc2)CC1,13,-6,2,-0.4,-2,15,-6,-3,2,-17
Cc1ccccc1C(=O)Nc1c2c(nn1C(C)(C)C)CS(=O)(=O)C2,31,-2,-1,-0.2,2,5,0,2,-4,-19
C=CCN(c1ccccc1)S(=O)(=O)c1c(C)[nH]c(=O)[nH]c1=O,20,-9,-2,0.0,4,-12,0,-3,-2,-11
CN(Cc1ccccc1)C(=O)c1cn(C)c2ccc(S(=O)(=O)N3CCCC3)cc2c1=O,7,-5,1,0.7,-5,7,2,8,5,-6
# Additional results follow.
SMILES,AI-2 QS mod,SKKanGAS inh,HSP90 inh,HIF activator,HSF1 inh,HSF1 activator,aSyn 5UTR inh,Platelet DG rel,IEC-6 tox,KLF5 inh
O=C(c1ccc(CN2CCc3ccccc3C2)cc1)N1CCCCC1,6,-4,-3,0.1,-6,-11,15,0,-8,-14
Cc1csc2nc(CNS(=O)(=O)c3ccc4c(c3)CCCC4)cn12,15,-10,3,0.0,2,0,-11,0,-2,-16
Cc1nc2cc(O)ccc2n1C,2,3,0,-0.2,-5,-1,23,-2,1,-2
O=C(Nc1ccc2c(c1)OCO2)c1ccc(Cl)cc1Cl,15,4,24*,0.3,26,53*,-52,-10,1,-39
CNc1nnc(-c2ccco2)s1,5,-3,7,-0.2,-2,-14,10,12,0,-90
COc1ccc(NC(=O)COC(=O)CCCc2c[nH]c3ccccc23)cc1,44,-4,-3,0.0,1,-12,-15,3,1,-29
COC(=O)c1sc(NC(=O)CSc2nc3cccnc3n2C)nc1C,0,-9,4,0.0,-1,-2,-5,-3,1,-16
COc1ccc(NCc2nnc(SCC(=O)c3ccc(OC)cc3)o2)cc1,22,0,4,0.6,-10,-9,-39,4,1,-24
CC(OC(=O)c1ccc2c(=O)n3c(nc2c1)CCCCC3)C(=O)Nc1ccc(F)cc1Cl (configuration not stated),23,4,1,-0.2,-13,-22,11,-3,3,-5
O=S1(=O)CCN2C(=N1)SC1=C2CCN(Cc2ccccc2)C1,37,1,-2,0.0,-7,-27,0,-3,-3,-15
Cc1nn(C)c(C(=O)NNC(=S)NCc2ccco2)c1Cl,-6,1,2,0.1,-3,-2,-3,6,6,-35
CCNC(=S)NNc1ccccc1,17,-1,0,0.0,-1,-2,-3,-4,-5,-11
COc1ccc2nc(SCC(=O)NCCc3ccccc3)[nH]c2c1,43,-2,-2,0.1,-8,-2,-9,-5,0,-33
